Screening data as filed in PubChem.
SF1 activator = activators of human nuclear receptor SF-1 | hit rate 1.9% among 65,000 | activation, % at 10 µM | CHO-K1 Gal4-SF-1 LBD luciferase reporter; % increase over DMSO SF-1-specific signal | Q13285 | AID 522;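 active = activation above the mean activation of all tested compounds plus 3 SD, cut at about 50% in these data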
Target sequence (Q13285 whole entry, looked up, the tested form may be a part): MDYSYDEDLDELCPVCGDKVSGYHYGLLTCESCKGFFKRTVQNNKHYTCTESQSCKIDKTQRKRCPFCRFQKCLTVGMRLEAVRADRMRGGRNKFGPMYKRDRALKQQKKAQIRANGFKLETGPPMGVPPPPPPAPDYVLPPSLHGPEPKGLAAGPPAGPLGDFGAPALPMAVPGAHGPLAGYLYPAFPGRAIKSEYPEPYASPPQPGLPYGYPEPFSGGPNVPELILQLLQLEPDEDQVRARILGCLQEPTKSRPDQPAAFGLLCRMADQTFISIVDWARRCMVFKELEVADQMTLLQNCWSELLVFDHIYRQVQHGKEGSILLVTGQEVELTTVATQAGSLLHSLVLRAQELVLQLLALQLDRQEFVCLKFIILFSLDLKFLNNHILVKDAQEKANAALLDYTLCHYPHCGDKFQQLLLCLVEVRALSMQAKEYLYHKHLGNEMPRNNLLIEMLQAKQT
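Test system: CHO-K1 cells with Gal4–hSF-1 LBD chimera plus Gal4-driven luciferase; Input: 4,000 cells/well; Compound: 10 µM only; Times: 20 h compound treatment, 37 °C; Measured by: steady-glow luciferase luminescence, read after 15 min reagent incubation; Measure: percent activation versus DMSO; Control set: DMSO and mock-transfected background; Replicates: one test per compound.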
RORa activator = RORA (human) activation. P35398. CHO-K1 Gal4-RORA LBD luciferase reporter, luminescence; percent increase over mock-subtracted basal signal. activation, % at 10 µM. hit rate 1.5% among 65,000. AID 560;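 active = activation above the mean of all tested compounds plus 3 SD, cut at about 49% in these data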;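 also: 0% = DMSO-treated RORA cells and 100% = added signal equal to DMSO minus mock-transfected cells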
5-HT1A blocker = antagonists of human 5-HT1a serotonin receptor. CHO 5-HT1a Ga15 NFAT-bla reporter, antagonist mode. hit rate 0.68% among 62,000. inhibition, % at 10 µM. P08908. AID 612;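 active = inhibition above the mean of all tested compounds plus 3 SD, cut at about 43% in these data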;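 also: receptor stimulated by 5-CT agonist at 100 nM near EC80; beta-lactamase reporter measured by ratiometric fluorescence of a cleavable substrate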
Target sequence (P08908 whole entry, looked up): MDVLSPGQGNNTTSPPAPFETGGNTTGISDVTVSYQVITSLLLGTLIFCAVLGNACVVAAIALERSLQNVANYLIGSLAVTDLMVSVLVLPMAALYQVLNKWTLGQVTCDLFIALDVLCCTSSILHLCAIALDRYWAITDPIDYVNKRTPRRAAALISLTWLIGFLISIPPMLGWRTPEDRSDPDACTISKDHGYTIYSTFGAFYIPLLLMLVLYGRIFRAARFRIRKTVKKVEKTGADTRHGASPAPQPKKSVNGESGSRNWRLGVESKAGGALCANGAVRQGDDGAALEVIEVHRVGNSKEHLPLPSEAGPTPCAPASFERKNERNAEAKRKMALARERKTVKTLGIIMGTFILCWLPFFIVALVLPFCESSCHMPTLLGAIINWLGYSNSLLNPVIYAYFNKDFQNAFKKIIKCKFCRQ
5HT1E ag = activates the human 5-HT1E serotonin receptor; P28566; CHO 5-HT1E Ga15 NFAT-bla reporter, FRET; 0% DMSO wells, 100% control agonist wells; activation, % at 6 µM; hit rate 0.69% among 65,000; AID 574;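 active = activation above a set limit, the screen-wide mean activation plus 3 SD, cut at about 8.5% in these data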;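 also: 100% = positive control agonist at 1 µM giving full maximal response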
tolC growth inh = growth inhibitors of E. coli BW25113 tolC mutant. OD615. growth inhibition, % at 10 µM (by protocol). hit rate 2.2% among 65,000. AID 573;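 active = growth inhibition at or above a cutoff equal to the mean over every tested compound plus 3 SD, cut at about 60% in these data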;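 also: growth measured after 20 h incubation at 37 °C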
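Test system: tolC-deleted E. coli BW25113 | Medium: LB with kanamycin 50 µg/mL | Compound dosing: Single concentration, 10 µM final per compound | Schedule: 37 °C, 20 h exposure | Measured by: OD at 615 nm | Evaluation: Percent growth inhibition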
MMP-13 inhibitor = inhibitors of human MMP13; MMP-13 fTHP FRET cleavage, Mca fluorescence; inhibition, % at 4 µM; hit rate 0.07% among 65,000;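 active = inhibition above the mean of compound-free control plate wells plus 3 SD, cut at about 14% in these data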;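 also: 0% = DMSO wells and 100% = wells with reference MMP-13 inhibitor after basal subtraction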
HTR1A agonist = agonists of human 5-HT1a serotonin receptor. P08908. CHO 5-HT1a Ga15 NFAT-bla reporter, FRET ratio; 0% basal, 100% maximal reference agonist. activation, % at 10 µM. hit rate 0.56% among 65,000;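 active = activation above the screen-wide mean activation plus 3 SD, cut at about 19% in these data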;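 also: 0% = DMSO wells and 100% = 5-CT at EC100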
NADH coupling = blocks coupling enzymes of NAD/NADH assays. IC50, µM (titrated, usually from 10 µM), for the others: at the top dose inhibition. coupled PK/LDH NADH assays, four targets. hit rate 0.02% among 65,000;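 active = single-dose screening hits from any of four coupled enzyme assays that gave an IC50 when retested across doses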;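 also: the DPM-DC format reads NADH fluorescence rather than 340 nm absorbance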
5HT1E antag = blocks the human 5-HT1E serotonin receptor; hit rate 0.99% among 65,000; CHO 5-HT1E Ga15 NFAT-bla reporter, FRET, antagonist; inhibition, % at 6 µM; AID 571; P28566;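 active = inhibition above a set limit, the mean inhibition across every tested compound plus 3 SD, cut at about 29% in these data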;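 also: signal is the 460 over 535 nm emission ratio of beta-lactamase substrate; 0% = agonist plus DMSO wells and 100% = wells without agonist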
The depositor's hits bear a star; / = no result given; [ ] = dose if it differs, or a comment. No enrichment for hits; any-hit rate near 7.2%.

cpd	structure	SF1 activator	RORa activator	5-HT1A blocker	5HT1E ag	tolC growth inh
1	Cc1cc(-c2ccccc2)c(C#N)c(SCC(N)=O)n1	3.0	-4.7	3.5	-0.7	7.7
2	O=C(CCS(=O)(=O)Cc1ccccc1)NCc1ccco1	23.4	-3.2	-15.0	-0.3	-7.5
3	CN1CCN(C(=O)c2ccc(CS(=O)(=O)c3c(Cl)cccc3Cl)o2)CC1	-23.7	-0.9	-10.6	0.3	-20.0
4	COc1cccc(C(=O)NCC(c2cccnc2)N2CCN(c3ccccc3OC)CC2)c1 (centres undefined)	-14.1	11.5	3.6	-0.4	-7.8
5	Cc1ccc(NC(=O)c2cc(N(C)C)ccc2[P+](=O)O)cc1	14.2	69.2*	1.3	-1.6	1.9
6	NC(=O)Nn1c(CCC(=O)O)ccc1-c1ccc(Br)cc1	-15.6	-15.1	-1.9	0.1	-15.7
7	CC(=O)c1c(C)nc(-c2ccc(Cl)cc2)nc1NC(=O)C(C)C	-3.2	-0.8	23.1	-1.8	-3.8
8	O=C(C1CCC(=O)N1Cc1ccccc1Cl)N1CCN(c2ccc(F)cc2)CC1 (centres undefined)	-7.8	-14.5	1.2	-0.1	-33.7
9	COc1ccc(NC(=O)Nc2c(C)n(-c3ccccc3)c(=O)n2C)cc1OC	22.5	4.0	-4.7	-0.8	-4.0
10	Cc1cccc(C(=O)N2CCC(n3nnc4cc(F)ccc43)CC2)c1	-3.0	-12.9	10.6	-1.8	13.5
11	Cc1ccc2nc(Nc3ccccc3)c(/C=N/O)c(=O)n2c1	-2.4	8.8	12.0	0.1	-0.3
12	O=C(Cn1nnc2c(cnn2-c2ccc(F)cc2)c1=O)OC1CCCCC1	14.8	-13.4	-7.7	0.2	30.6
13	Nc1[nH]nc2nc(N3CCOCC3)nc(-c3ccccc3)c12	13.5	11.7	6.5	2.2	-3.5
14	Cc1cc(-c2ccc(Cl)cc2)n2nc(N)nc2n1	-25.2	-11.8	-8.8	-0.4	-13.1
15	CC(OC(=O)c1cc2sccc2n1C)C(=O)NCc1cccs1 (centres undefined)	18.4	0.1	2.0	-0.8	0.8

cpd	MMP-13 inhibitor	HTR1A agonist	NADH coupling	5HT1E antag
1	-6.9	0.9	0.0%	4.7
2	3.5	-0.9	1.0%	-1.8
3	-0.9	-2.5	3.0%	-3.2
4	5.1	-1.1	6.0%	-4.0
5	-9.6	-1.2	2.0%	20.8
6	1.0	-4.6	5.0%	4.1
7	0.3	-1.7	0.0%	11.5
8	-0.7	-0.5	6.0%	-7.0
9	-0.3	2.0	3.0%	-4.5
10	3.3	0.2	5.0%	6.5
11	-2.1	-2.4	2.0%	15.8
12	-6.0	1.5	3.0%	-7.6
13	0.8	1.3	7.0%	-8.8
14	-75.0[fluorescence artefact?]	-6.0	2.0%[fluoresces]	11.3
15	1.5	-2.8	5.0%	0.5

Profiles from above. Values in the order: SF1 activator, RORa activator, 5-HT1A blocker, 5HT1E ag, tolC growth inh, MMP-13 inhibitor, HTR1A agonist, NADH coupling, 5HT1E antag
Shown for `Cc1ccc(NC(=O)c2cc(N(C)C)ccc2[P+](=O)O)cc1` → 14.2, 69.2*, 1.3, -1.6, 1.9, -9.6, -1.2, 2.0%, 20.8
Shown for `CN1CCN(C(=O)c2ccc(CS(=O)(=O)c3c(Cl)cccc3Cl)o2)CC1` → -23.7, -0.9, -10.6, 0.3, -20.0, -0.9, -2.5, 3.0%, -3.2

The list goes on.
cpd	structure	SF1 activator	RORa activator	5-HT1A blocker	5HT1E ag	tolC growth inh
16	COc1ccc(CCNS(=O)(=O)c2ccc(C(=O)NCc3ccco3)cc2)cc1OC	-0.9	0.9	-3.8	-0.1	-17.8
17	COCCNC(=O)CCSCc1ccccc1F	-5.5	-10.3	-0.2	-0.4	-12.3
18	CCOc1ccc(OCC)c(C2C(C#N)=C(N)N(c3cccnc3)C3=C2C(=O)CC(C)(C)C3)c1 (centres undefined)	12.1	-14.3	-7.0	0.1	-2.6
19	CCc1nnc(NC(=O)CSc2nccn2-c2ccccc2)s1	16.1	-12.7	5.6	0.5	-17.0
20	COc1ccccc1N1CCN(C(=O)COc2ccc(C)cc2Br)CC1	-2.5	-13.2	-7.4	0.0	69.5*
21	COc1cc2c(cc1OC)-c1cc(NC3CCCC3)nc(=O)n1CC2	14.4	5.5	-4.0	-0.4	-10.4
22	C=CCNC(=O)C1CC(=O)N(c2ccc(Br)cc2)C1 (centres undefined)	-18.6	-11.8	-19.0	-0.4	0.9
23	c1ccc(C(c2nnnn2Cc2ccco2)N2CCN(C3CCCC3)CC2)cc1 (centres undefined)	-2.4	-6.4	18.0	0.6	-2.6
24	CN(C)c1ccc(/C=C/c2cc[n+]([O-])cc2)cc1	35.1	39.3	12.9	0.0	6.6
25	Cc1ccc(NC(=O)COC(=O)CN2CSCC2=O)cc1C	8.0	-3.5	5.4	-0.8	-17.9
26	Cc1cccc2cc(CN(CC3CCCO3)C(=O)c3ccco3)c(=O)[nH]c12 (centres undefined)	9.3	-18.8	-12.2	-0.2	-6.0
27	COc1ccc(N2CCN(Cc3cc(=O)oc4cc5c(cc34)CCCC5)CC2)cc1	-11.0	1.5	0.1	-0.2	-5.0
28	O=CN1CCC(=O)N(Cc2ccccc2)c2ccccc21	-2.4	13.5	4.6	-0.3	-6.8
29	O=C(Nc1ccc(Cl)cc1C(=O)NCC1CCCO1)c1ccco1 (centres undefined)	-4.8	-8.3	3.6	-1.0	-0.3
30	O=C(CN1C(=O)C2CC=CCC2C1=O)OCCN1C(=O)c2ccccc2C1=O (centres undefined)	6.5	-14.2	-9.6	0.1	-13.3

cpd	MMP-13 inhibitor	HTR1A agonist	NADH coupling	5HT1E antag
16	1.6	-2.9	1.0%	-13.4
17	0.1	-1.7	4.0%	-6.5
18	-1.0	0.0	2.0%	-6.0
19	1.5	-4.4	2.0%	-3.9
20	4.3	-2.5	10.0%	-6.8
21	-5.7	-0.6	10.0%	20.4
22	-3.4	-1.7	2.0%	-7.0
23	4.1	-0.5	10.0%	6.0
24	6.1	-3.0	5.0%	25.8
25	-13.2	-0.7	6.0%	9.2
26	-0.7	0.0	5.0%	-14.4
27	0.9	-0.6	5.0%	2.8
28	-0.9	-2.8	7.0%	-15.8
29	-0.9	-0.4	1.0%	3.9
30	2.2	-2.4	10.0%	-3.2

Next part
cpd	structure	SF1 activator	RORa activator	5-HT1A blocker	5HT1E ag	tolC growth inh
31	CCCc1cc2c(cc1NS(=O)(=O)c1ccc(CCNC(C)=O)cc1)OCO2	-1.1	-27.2	13.2	0.1	-28.9
32	Cn1c(=S)[nH]c2cccnc21	-19.0	-2.9	13.3	-1.4	-15.4
33	COc1ccc(CN2C(=O)c3ccccc3C2C(=O)NCc2cccnc2)c(OC)c1 (centres undefined)	4.7	-0.7	-10.7	0.0	4.2
34	c1ccc(CNC2=NCCCC2)cc1	7.0	1.3	-0.6	-1.1	-17.1
35	CSc1nccn1CC(=O)Nc1ccc(F)cc1	18.9	-0.3	3.5	-1.0	-16.5
36	COc1ccc(Cl)cc1-n1c(=S)sc2c(=O)[nH]c(SCC(=O)NCC3CCCO3)nc21 (centres undefined)	-5.5	-13.2	9.3	-1.0	3.7
37	Cn1c(=O)cc(OCC(=O)NC2CCCCC2)c2ccccc21	3.2	0.1	10.8	-0.4	2.2
38	Cc1nn2c(=O)nc3sc4c(c3c2[nH]c1=O)CCCC4	-4.2	1.5	-17.6	0.6	-47.8
39	Cc1ccc(-c2cc(C(F)F)n3ncc(C(=O)N4CCN5CCCC5C4)c3n2)cc1 (centres undefined)	1.7	-3.9	-3.5	4.2	10.2
40	C=CCn1c(SCCN2CCOCC2)nc2c1c(=O)[nH]c(=O)n2C	-7.3	14.8	-0.1	-0.1	-15.0
41	Cc1ccc(C(=O)Nc2ccc3c(c2)OCO3)cc1S(=O)(=O)N1CCCCC1	22.6	17.7	0.8	-0.7	40.5
42	CCP(=O)(c1ccccc1)C(C)(C)O (centres undefined)	-10.4	3.2	5.6	-0.5	9.3
43	O=c1c2sc3nc(N4CCOCC4)c4c(c3c2ncn1Cc1ccco1)CCCC4	-12.4	-19.1	/	0.3	5.1
44	c1ccc(Cn2c(-c3ccco3)nc3nc4ccccc4nc32)cc1	81.8*	75.2*	-18.3	3.3	6.2
45	O=C(Cc1cccs1)Nc1nc(-c2ccccc2)cs1	20.6	31.5	-0.9	-1.6	13.2

cpd	MMP-13 inhibitor	HTR1A agonist	NADH coupling	5HT1E antag
31	0.8	-1.0	7.0%	11.6
32	-0.7	-2.3	7.0%	9.1
33	1.0	-1.0	5.0%	-11.8
34	3.1	-3.3	14.0%	-5.2
35	0.1	-1.6	5.0%	-10.6
36	3.1	-1.0	7.0%	2.4
37	-11.5	-4.5	6.0%	-8.0
38	7.6	-0.5	6.0%	-2.8
39	-14.4	-0.3	5.0%	-5.8
40	5.7	-1.6	5.0%	7.8
41	0.7	-2.8	4.0%	10.1
42	4.4	-6.8	4.0%	-1.3
43	-4.8	3.0	3.0%	6.5
44	-409.5[fluorescence artefact?]	5.4	12.0%[fluoresces]	1.4
45	3.3	0.0	7.0%	16.9

Further entries follow.
cpd	structure	SF1 activator	RORa activator	5-HT1A blocker	5HT1E ag	tolC growth inh
46	CC(C)CCNC(=O)NC(=O)CSc1nnc(-c2ccccc2Br)o1	-11.3	0.9	1.8	0.1	19.1
47	O=C(CSc1ccc(Cl)cc1)Nc1ccc(N2CCN(C(=O)c3ccco3)CC2)cc1	15.5	-4.7	8.9	-0.1	6.8
48	O=C1c2ccccc2C(Nc2ccc3c(c2)OCO3)N1Cc1ccco1 (centres undefined)	-37.2	-12.2	1.1	0.6	12.7
49	O=C(CSc1nc(N2CCCCC2)nc(N2CCCCC2)n1)N1CCc2ccccc21	3.4	1.5	-1.1	-0.7	3.6
50	O=C1N(CCCN2C(=O)C3(OCCO3)c3ccccc32)c2ccccc2C12OCCO2	-14.9	53.2*	0.3	1.1	-3.6
51	O=C(NCc1ccc(F)cc1)C1CC(=O)N(CCc2ccccc2)C1 (centres undefined)	-4.4	-13.2	-1.8	-1.1	-16.2
52	O=C(NC1CCCCC1)C(c1ccccc1F)N(Cc1ccco1)C(=O)Cn1nnc2ccccc21 (centres undefined)	-1.3	-11.1	54.7*	-1.0	-14.4
53	O=C(NCc1ccccn1)c1cc(-n2cnnc2)ccc1Cl	5.6	8.6	-3.9	0.5	-12.4
54	C=CCNc1nc2c(c(=O)n(C)c(=O)n2C)n1CCCCCC	-26.6	-44.4	8.1	-0.2	21.7

cpd	MMP-13 inhibitor	HTR1A agonist	NADH coupling	5HT1E antag
46	0.1	-1.1	3.0%	4.5
47	6.5	0.7	5.0%	4.1
48	2.7	2.1	2.0%	8.8
49	2.5	0.2	2.0%	-4.3
50	-4.2	2.6	8.0%	-3.6
51	-3.0	-1.6	5.0%	7.0
52	5.0	1.4	3.0%	10.6
53	-2.7	-1.5	2.0%	7.5
54	-5.8	5.0	1.0%	9.1

Quoted from the listing:
no. 54 @ 5-HT1A blocker = 8.1
no. 47 @ HTR1A agonist = 0.7
